Compound activity deposited in PubChem BioAssay by several laboratories.
aDG glyco act – activators of alpha-DG glycosylation, primary screen, uHTS, Pro5-aDG cells, AlphaScreen. alpha-DG glycosylation AlphaScreen (IIH6); 0% Pro5, 100% B10-LARGE cell signal. activation, % at 10 µM. 360,000 compounds, 0.22% hits. AID 624168, 2012;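 active = activation of at least 8% versus controls, or a plate z-score of at least 8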;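 also: Pro5 are CHO cells carrying HIG-tagged alpha-DG that lacks glycosylation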
Exocytosis inh – LAMP-1 surface exposure blockers, TALL-104 cells – cell-based, flow cytometry, MLPCN library, primary screen. TALL-104 LAMP-1 surface exposure; cells stimulated with thapsigargin and PMA. inhibition, % at 10 µM. 360,000 compounds, 0.66% hits. AID 651702, 2012;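 active = inhibition above about 55%, limit read from the data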
Vif inh – HIV Vif self-association inhibitors, primary screen, imaging, HEK293T, single point; HEK293T cells, Vif self-association by quenched fluorescence, 24 h; inhibition, % at 7.49 µM; 340,000 compounds, 0.35% hits; in the data active = inhibition above about 50%, passing the limit was not always enough; also: some results filed as inactive read as strong as hits
Glyco luc inh – increase of ERlucT glycosylation luciferase signal, primary screen, N-linked glycosylation inhibitor project, D54 ERlucT cells, luminescence, set 2 | reporter increase, % at 12.5 µM | D54 ERlucT glycosylation luciferase reporter, 24 h; percent of 100 nM tunicamycin response | 360,000 compounds, 0.23% hits | AID 588692, 2011;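 active = mean luciferase reporter signal, scaled so untreated is 0 and the glycosylation-blocking control 100, at or above a set limit in every replicate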;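 also: luciferase carries N-glycosylation sites so blocking glycosylation raises the light; 0% = median of neutral control wells and 100% = median of 100 nM tunicamycin wells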
MC4R antagonist – MC4R antagonists of cAMP signaling, primary screen, cell-based, TR-FRET, antagonist arm of biased-ligand search. Melanocortin receptor 4 (Homo sapiens), P32245. MC4R-expressing cells, MTII-stimulated cAMP, LANCE TR-FRET. 360,000 compounds, 0.48% hits. inhibition, % at 6.5 µM;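 active = inhibition above its plate's cutoff, the mean of tested wells on that plate plus 3 SD, cut at about 29% in these data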;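 also: 0% = Melanotan II alone and 100% = Melanotan II plus saturating MCL0020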
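Material: U2OS-MC4R stable cell line | Reagent: Melanotan II challenge after compound preincubation | Doses: One concentration, 6.5 µM nominal | Incubation: 30-min compound preincubation, 1-h Melanotan II challenge, 1-h detection, room temperature | Signal: TR-FRET cAMP assay | Replicates: One well per compound, no replicates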
ABHD5 PLIN5 PPI – ABHD5-PLIN5 interaction inhibitors, primary screen, cell lysate, split luciferase complementation, luminescence | Split G. princeps luciferase complementation, 4 h | AID 602281, 2012 | inhibition, % at 4 µM | Perilipin-5 (Homo sapiens) + 1-acylglycerol-3-phosphate O-acyltransferase ABHD5 (Homo … | 360,000 compounds, 0.78% hits;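 active = inhibition above the mean inhibition across every tested compound plus 3 SD, cut at about 22% in these data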;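 also: 0% = DMSO only wells and the 100% control is not disclosed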
MC4R ag barr – MC4R agonists recruiting beta-arrestin, primary screen, cell-based, luminescence, agonist arm of biased-ligand search | Melanocortin receptor 4 (Homo sapiens), P32245 | U2OS MC4R beta-arrestin complementation; percent of melanotan II response, DMSO zero | activation, % at 8.9 µM | 360,000 compounds, 0.98% hits | AID 540308, 2011;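 active = activation above a per-plate cutoff, the mean activation of sample wells on that plate plus 3 SD, cut at about 8% in these data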
ABCB6 inh 2 – ABCB6 transporter inhibitors, primary screen, K562-ABCB6 cells, flow cytometry, MLPCN library. ATP-binding cassette sub-family B member 6 (Homo sapiens), Q9NP58. K562-ABCB6 porphyrin accumulation, 1 h; hits give low values. fluorescence ratio to DMSO, % at 10 µM. 360,000 compounds, 0.19% hits. AID 602162, 2011;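 active = fluorescence ratio to DMSO below 75%, the collection mean minus 3 SD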;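 also: signal is porphyrin accumulated inside mitochondria; 100% equals median channel fluorescence of DMSO control wells; lower ratio means ABCB6 inhibition with less porphyrin fluorescence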
Target sequence (Q9NP58 whole entry, looked up): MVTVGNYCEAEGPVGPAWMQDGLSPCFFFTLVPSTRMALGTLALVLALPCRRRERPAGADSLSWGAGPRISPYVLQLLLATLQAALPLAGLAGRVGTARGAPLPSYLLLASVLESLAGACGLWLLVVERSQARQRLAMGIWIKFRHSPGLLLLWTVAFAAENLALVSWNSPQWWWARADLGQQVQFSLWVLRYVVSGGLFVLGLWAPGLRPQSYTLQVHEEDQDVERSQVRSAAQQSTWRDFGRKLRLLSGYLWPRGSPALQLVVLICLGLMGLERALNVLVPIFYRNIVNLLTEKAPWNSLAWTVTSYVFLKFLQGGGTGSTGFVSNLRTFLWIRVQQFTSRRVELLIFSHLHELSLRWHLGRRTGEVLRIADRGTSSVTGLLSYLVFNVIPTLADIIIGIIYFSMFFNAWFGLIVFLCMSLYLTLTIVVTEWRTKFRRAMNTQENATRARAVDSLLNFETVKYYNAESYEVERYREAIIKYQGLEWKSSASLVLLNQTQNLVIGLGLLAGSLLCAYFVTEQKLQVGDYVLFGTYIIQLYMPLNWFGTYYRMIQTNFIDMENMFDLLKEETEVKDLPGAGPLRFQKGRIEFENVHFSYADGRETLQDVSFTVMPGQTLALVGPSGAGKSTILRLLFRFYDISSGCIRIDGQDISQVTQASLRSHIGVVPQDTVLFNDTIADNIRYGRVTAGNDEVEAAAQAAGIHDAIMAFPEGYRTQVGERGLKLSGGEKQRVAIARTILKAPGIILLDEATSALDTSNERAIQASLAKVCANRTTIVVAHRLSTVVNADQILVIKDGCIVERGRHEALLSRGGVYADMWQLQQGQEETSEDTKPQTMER
TLR9-MyD88 block – inhibitors of TLR9-MyD88 association in cells, primary screen, cell-based, CHO, BLA complementation, fluorescence; Toll-like receptor 9 (Homo sapiens) + Myeloid differentiation primary response protein …; CCF4 FRET ratio; inhibition, % at 4.98 µM; 340,000 compounds, 0.21% hits; AID 504734, 2011;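 active = inhibition above the mean over all tested compounds plus 3 SD, cut at about 21% in these data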;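 also: 0% = DMSO only wells and 100% = clavulanate BLA inhibitor control wells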
NOD2 RIPK2 PPI – NOD2-RIPK2 binding disruptors in cells, primary screen, fluorescence, CHO cells, BLA complementation | CCF4 ratio | inhibition, % at 4.98 µM | 360,000 compounds, 0.38% hits; in the data active = inhibition above about 21%;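 also: 0% = vehicle only and 100% = reference blocker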
* marks the source's active call; other numbers are inactive results; / = no result given. Only part of the results is shown; rates above refer to the full screens.

SMILES	aDG glyco act	Exocytosis inh	Vif inh	Glyco luc inh	MC4R antagonist	ABHD5 PLIN5 PPI	MC4R ag barr	ABCB6 inh 2	TLR9-MyD88 block	NOD2 RIPK2 PPI
CC1Cc2nc(SCC(=O)Nc3nccs3)n(C)c(=O)c2S1 (stereo not given)	-0.3	-1	-7	3	-1	0	-0.1	98	4	4
CCOC(=O)C(=O)/C(C#N)=C/Nc1ccc(F)cc1	0.4	-4	3	3	3	-6	1.6	102	-10	2
O=C(CCCCCCCC(=O)N1CCCC1)N1CCCC1	0.2	0	-3	1	7	-2	-1.0	89	-11	-9
CCOc1cc(C(=O)NN2CCOCC2)cc(OCC)c1OCC	-0.1	2	1	2	27	-1	0.3	101	-6	-1
O=C1C(Br)=Cc2cccc3cccc1c23	0.2	37	-2	8	-15	5	-1.4	111	10	0
COc1ccccc1C(=O)NCCC(=O)N1CCCCC1	1.0	0	4	-1	4	3	-2.3	95	10	-2
O=C(/C=C/c1ccc2c(c1)OCO2)NC1CCCC1	0.0	-3	1	2	15	-8	2.0	103	3	-3
CCOC(=O)[C@@H]1CCNC[C@@H]1c1ccccc1	0.1	0	-7	2	10	0	2.6	99	-2	3
COc1ccccc1C#Cc1cnc2c(c1)C(=O)N([C@H](C)CO)C[C@H](C)[C@@H](CN(C)S(=O)(=O)c1cn(C)cn1)O2	-0.2	11	/	-1	-2	4	-0.8	97	1	-4
Nc1ccc(Cl)c(NC(=O)c2cccs2)c1	0.2	-4	0	0	2	0	-3.3	104	-2	-2
COc1ccc(OC)c(C2C(C(=O)c3cccs3)=C(O)C(=O)N2CCN2CCOCC2)c1 (stereo not given)	0.1	-6	0	1	15	0	-1.4	95	-3	3
CC(=O)Nc1ccc(SC[C@H](C)CN2CC[C@H](O)CCC2=O)cc1	0.1	-3	-1	6	4	-1	-1.9	95	-6	-1
O=C(COc1ccc(S(=O)(=O)N2CCOCC2)cc1)Nc1ccc(Cl)c(C(F)(F)F)c1	0.4	-1	-8	8	-1	-5	2.3	99	2	-15
CC(=O)c1c(C)nc(-c2ccccc2)nc1N	0.0	0	9	1	-2	-3	-3.1	102	-4	0
CCCCOCCCNC(=O)C[C@@H]1C[C@@]2(C(=O)OC)CCCCC=C2N(Cc2ccc(Cl)cc2Cl)C1=O	0.1	-1	/	/	/	1	/	95	/	2
CCOC(=O)C1CCN(S(=O)(=O)c2ccc3c(c2)CC(C)N3C(=O)C2CCC2)CC1 (stereo not given)	0.1	13	0	-1	-1	-1	1.3	99	1	-11
O=C(COC(=O)c1ccc(S(=O)(=O)N2CCCC2)cc1)Nc1ccc(F)cc1F	0.0	1	9	1	2	1	-2.7	93	-3	-5
COc1ccc(CSCC(=O)Nc2ccc(S(=O)(=O)N3CCCCCC3)cc2)cc1	0.5	-3	-9	-5	0	-20	1.2	104	1	-17
O=C(O)COc1ccccc1/C=C1\SC(=Nc2ccc(F)cc2)N(c2ccc(F)cc2)C1=O	0.4	1	4	-1	23	3	-3.3	94	4	-10
Cc1nc(C)c(Oc2ccc(Cl)cc2Cl)c(=O)[nH]1	0.0	-2	-1	2	-2	1	-0.8	108	6	-8
CCN(CC)c1ccc(/C=N/NC(=O)c2ccoc2C)c(O)c1	0.2	-2	19	-14	-7	0	0.4	98	6	-3
O=C(CSc1nnc(CNC(=O)c2cccs2)o1)Nc1ccccc1F	-0.2	-13	10	4	1	3	0.2	106	4	1
COc1cc(OC)cc(C(=O)Nc2ccccc2C(=O)NCc2cccnc2)c1	-0.2	14	-7	1	-4	8	0.6	102	-6	-5
CCOC(=O)Nc1ccc2c(c1)C(=NNC(N)=S)c1ccccc1-2	-0.7	11	-9	12	9	-10	-1.1	99	-7	10
CCc1nnc(NC(=O)c2ccc(-c3ccc(F)cc3)o2)s1	-0.2	0	3	4	7	1	0.1	96	1	-5

Next section.
SMILES	aDG glyco act	Exocytosis inh	Vif inh	Glyco luc inh	MC4R antagonist	ABHD5 PLIN5 PPI	MC4R ag barr	ABCB6 inh 2	TLR9-MyD88 block	NOD2 RIPK2 PPI
O=C(NCCS(=O)(=O)N1CCN(c2ccccc2F)CC1)c1ccc(F)c(F)c1	0.3	-4	10	-1	0	-5	-1.9	96	1	-5
Cc1ccc([C@H]2C[C@H](n3cc(COC(=O)c4ccccc4)nn3)[C@@H](O)CN2CC2CCCCC2)cc1	-0.3	20	-3	-1	8	0	0.9	98	-10	-7
O=C(COC(=O)c1cc(S(=O)(=O)N2CCCCC2)ccc1N1CCOCC1)NCCc1ccc(F)cc1	-0.4	-1	-21	-4	3	1	0.5	93	6	4
C=CCN1C(=O)c2ccc(C(=O)N(C)Cc3ccc(C)o3)cc2C1=O	0.0	-1	19	3	9	17	1.4	100	2	-2
COc1ccc(OCc2cnc(Cl)s2)cc1	0.1	-1	55*	-1	5	1	-2.3	104	4	-6
COc1ccc(CNC(=O)C2Cc3c(-c4ccccc4Oc4ccccc4)ccnc3O2)cc1OC (stereo not given)	2.9	0	-37	-2	5	6	-0.9	85	/	-3
O=C(NCCc1nnc2ccc(SCC(=O)N3CCOCC3)nn12)c1ccccc1	-0.2	-3	-10	1	3	0	-2.2	99	-16	-7
CCOC(=O)NC(=S)Nc1ccc(C(C)(C)C)cc1Br	0.3	-22	-1	1	-3	-6	-2.0	96	-1	-2
CCC(=O)Nc1ccc(Cl)c(NC(=S)NC(=O)COc2ccccc2)c1	0.0	-5	8	3	0	0	-0.6	103	7	2
CC(C)CCNC(=O)c1cc2c(=O)[nH]c3ccccc3c2s1	0.0	-6	11	6	8	0	-1.8	100	6	5
CN(Cc1cccc(Cl)c1Cl)c1ccc(S(=O)(=O)N2CCCCC2)cc1[N+](=O)[O-]	0.5	-6	7	-8	8	-12	-1.9	91	0	7
C=CCOc1c(Br)cc(CNc2ccc(NC(=O)C(C)C)c(OC)c2)cc1OCC	0.5	-5	-11	4	-16	-7	-2.2	101	8	9
CCc1ccc(NC(=O)CN(c2cccc(C)c2)S(C)(=O)=O)cc1	-0.1	-2	-2	1	7	-2	-1.2	99	-15	-4
CCOc1cccc(CNn2cnnc2)c1OCc1ccccc1Cl	-0.1	2	-2	0	4	-2	-1.7	105	-4	-4
Cc1ccc(S(=O)(=O)N2CCC(NC(=O)c3cccnc3)CC2)cc1Cl	0.2	0	-5	6	7	1	-2.1	101	6	-1
COc1cc2[nH]c(=O)n3nc(-c4ccccc4)nc3c2cc1OC	-0.5	-1	-2	8	-26	-8	-2.3	102	-32	-3
COc1ccc(NS(=O)(=O)c2cc(NS(=O)(=O)c3cccs3)ccc2C)cc1	-0.1	-3	-9	3	6	-6	0.8	103	2	-13
Cc1ccc(CNC(=O)Nc2nnc([C@@H]3C[C@H](O)[C@@H](CO)O3)s2)cc1	0.1	0	4	1	8	7	0.6	102	/	-1
COc1ccc(N2CCN(C(=O)c3ccc(S(=O)(=O)N4CCCCCC4)cc3)CC2)cc1	0.0	1	8	-1	-3	-4	1.0	97	1	-2
Nc1ccccc1NC(=O)c1ccccc1	0.1	-2	/	20	1	2	1.1	98	7	1
O=C(c1cc2ccccc2oc1=O)N(Cc1cccc(Br)c1)C1CCS(=O)(=O)C1 (stereo not given)	0.0	1	6	0	4	-5	-0.2	100	-3	7
Cc1ccc(-n2c(SCC(=O)NCc3ccco3)nc3c(sc4ccccc43)c2=O)cc1	-0.3	6	27	-3	15	3	-1.2	96	2	3
COCCN1Cc2cccc(C(=O)NCc3ccccc3OC)c2C1=O	0.0	4	8	1	11	-1	0.8	102	-6	7
Cc1ccc(CNC(=O)COC(=O)c2cccnc2Cl)cc1	0.0	-15	-9	2	-6	-2	1.4	99	10	-10
CCCN1CC(=O)N2C(c3cccc(OC)c3OC)c3[nH]c4ccccc4c3C[C@H]2C1=O (stereo not given in full)	0.3	-8	3	-8	20	-1	0.2	98	-1	-1

(further entries)
SMILES	aDG glyco act	Exocytosis inh	Vif inh	Glyco luc inh	MC4R antagonist	ABHD5 PLIN5 PPI	MC4R ag barr	ABCB6 inh 2	TLR9-MyD88 block	NOD2 RIPK2 PPI
CC(=O)Nc1cc(NC(C)=O)cc(C(=O)OCC(=O)c2ccc3c(c2)OCO3)c1	0.4	-8	-23	0	20	-4	-1.9	99	-12	-1
CCOc1ccc(NC(=O)CCC(=O)NNC(=O)Nc2cccc(Cl)c2)cc1	0.7	8	-3	-2	-8	3	2.0	94	7	-4
O=C(CN1CCc2ccccc2C1)c1cccs1	0.0	-3	7	1	0	-1	-0.6	95	-6	-6
Nn1cc(-c2ccccc2)nc1SCC(=O)NCC1CCCO1 (stereo not given)	0.2	4	1	1	-7	1	-1.2	98	1	-1
C#CC1(NC(=O)N(C)C)CCCCC1	-0.2	-1	2	1	2	0	-0.1	105	-1	1
CN(C)c1nc(OCCNC(=O)COc2ccc(Cl)cc2Cl)nc(N2CCOCC2)n1	-0.1	1	-20	0	6	0	-0.6	96	-6	-12
O=C1CCCc2[nH]c3cccc(/C(=C/c4ccccc4)c4ccccc4)c3c21	-0.3	6	-1	0	10	6	-0.1	103	7	-4
Nc1nnc(SCC(=O)N2CCN(c3ccccc3)CC2)n1-c1ccccc1	-0.2	2	-5	-1	-3	3	2.0	97	-6	-4
CC1CCC(NC(=O)Cn2c3c(c(-c4ccccc4Cl)cc2=O)CCC3)CC1 (stereo not given)	-0.1	0	-20	-3	10	-6	0.8	99	-16	-13
CCOC(=O)CC1(C)NC(C(=O)O)C(C)(C)S1 (stereo not given)	-0.2	10	10	2	-1	3	-0.6	95	-3	10
Cc1c(-c2ccccc2)n[nH]c1C(=O)N=Nc1c(O)[nH]c2ccccc12	-0.4	-7	3	-3	11	-7	18*	97	1	0
COc1ccc(-c2cnc(OC(C)(C)C)nc2OC(C)(C)C)cc1OC	1.0	-1	0	-3	5	-2	0.6	101	-5	-19
Cn1c(=O)c2c(ncn2CC(=O)NC[C@H]2O[C@@H](n3cnc4c(N)ncnc43)[C@H](O)[C@@H]2O)n(C)c1=O	-0.2	-3	/	1	5	-9	-1.1	100	-10	-2

Only MC4R antagonist (2 entries from above):
SMILES | MC4R antagonist
Nc1nnc(SCC(=O)N2CCN(c3ccccc3)CC2)n1-c1ccccc1 | -3
CC1CCC(NC(=O)Cn2c3c(c(-c4ccccc4Cl)cc2=O)CCC3)CC1 (stereo not given) | 10
